High-throughput results from PubChem.
RXFP1 ag: qHTS Assay for Agonists of the Relaxin Receptor RXFP1 | actives 0.3% (n = 370,000) | AID 2676, 2010 | Potency, µM (top dose mostly 57.5 µM), inactives show at the highest dose activation, hits mostly activators | HEK293T-RXFP1 cAMP TR-FRET, 30 min; response scale: percent of porcine relaxin response, buffer zero; also: % is scaled to controls: 0 for no effect and ±100 for the full control effect; nearly all actives have a fitted effect of over 60% in size; many of its hits are not listed in these tables
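HEK293T cells stably expressing RXFP1 were pretreated with the PDE4 inhibitor Ro 20174, exposed to compounds for 30 min at 37C, lysed, and cAMP was read by TR-FRET. Data normalized to buffer (basal) and 29 nM porcine relaxin (100%).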
ALOX12 inh: Primary qHTS assay for inhibitors of human arachidonate 12S-lipoxygenase (ALOX12): Round 2; Polyunsaturated fatty acid lipoxygenase ALOX12 (Homo sapiens), P18054; purified 12hLO, xylenol orange hydroperoxide absorbance; Potency, µM (titrated, usually from 108 µM), for inactives: at the top dose activity change, negative = inhibition, most hits filed as inhibitors; actives 1.1% (n = 580,000); also: % is scaled to controls: 0 for no effect and ±100 for the full control effect
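Purified human 12hLO (150 nM final) in 25 mM Hepes, 0.01% Triton X-100, pH 7.0 was preincubated 15 min at room temperature with compound. Then 40 uM arachidonic acid was added, 30 min. Hydroperoxide was read by Fe-XO absorbance ratio 573/405 nm.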
TrxR1 substrate: qHTS Assay for Substrates of Mammalian Selenoprotein Thioredoxin Reductase 1 (TrxR1): qHTS | Potency, µM (top dose mostly 114 µM), for inactives: at the top dose activity change, negative = substrate turnover | actives 0.01% (n = 390,000) | AID 588456, 2011 | Thioredoxin reductase 1, cytoplasmic (Rattus norvegicus), O89049 | purified TrxR1 substrate turnover, NADPH consumption readout; also: % is scaled to controls: 0 for no effect and ±100 for the full control effect; nearly all actives have a fitted effect of over 50% in size
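Rat TrxR1, dispensed at 90 nM, was prereduced with 400 uM NADPH (final) for 5 min at ~22 deg C, then incubated with compound 15 min before 400 uM selenite. A first-read NADPH fluorescence drop versus no-compound background flagged substrates.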
USP1 inh: Inhibitors of USP1/UAF1: Primary Screen | AID 743255, 2014 | actives 0.23% (n = 390,000) | recombinant USP1/UAF1, Ub-Rhodamine cleavage fluorescence | Potency, µM (titrated, usually from 57.1 µM), for inactives: top-dose activity change, negative = inhibition, usual class: inhibitors | Ubiquitin carboxyl-terminal hydrolase 1 (Homo sapiens), O94782; also: % is scaled to controls: 0 for no effect and ±100 for the full control effect; nearly all actives have a fitted effect of over 60% in size; inactives centre near -12
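USP1/UAF1 complex at 1 nM was preincubated with compound for 15 min at room temperature, then Ub-Rho substrate (150nM final) was added. Fluorescence (480/540 nm) was read kinetically, 6 reads every 60 seconds.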
IDH1 R132H inh: qHTS for Inhibitors of mutant isocitrate dehydrogenase 1 (IDH1): qHTS. Isocitrate dehydrogenase [NADP] cytoplasmic (Homo sapiens), O75874. IDH1-R132H enzyme, NADPH consumption, diaphorase/resazurin fluorescence. Potency, µM (highest dose often 76.6 µM), inactives show at the top dose activity change, negative = inhibition, actives largely listed as inhibitors. actives 0.093% (n = 390,000). AID 602179, 2012; also: % is scaled to controls: 0 for no effect and ±100 for the full control effect; nearly all actives have a fitted effect of over 65% in size
Target sequence (O75874 whole entry R132H, stated change not applied): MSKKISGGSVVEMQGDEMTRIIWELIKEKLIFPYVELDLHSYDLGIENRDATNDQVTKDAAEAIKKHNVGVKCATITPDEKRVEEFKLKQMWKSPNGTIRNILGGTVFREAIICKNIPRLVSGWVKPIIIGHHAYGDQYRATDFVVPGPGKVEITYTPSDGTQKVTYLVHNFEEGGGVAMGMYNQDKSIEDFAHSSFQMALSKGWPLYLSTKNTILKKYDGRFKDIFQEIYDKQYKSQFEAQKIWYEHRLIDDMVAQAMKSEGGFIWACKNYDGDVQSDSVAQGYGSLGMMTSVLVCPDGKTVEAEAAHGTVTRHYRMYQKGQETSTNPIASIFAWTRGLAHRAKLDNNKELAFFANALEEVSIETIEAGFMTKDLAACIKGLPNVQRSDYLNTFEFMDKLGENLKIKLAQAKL
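IDH1-R132H (0.5 ug/mL dispensed) in pH 7.5 Tris buffer was preincubated 30 min with compound, then given a substrate mix of 0.016 mM NADPH and 2 mM alpha-KG for 80 min at room temperature; remaining NADPH was read by diaphorase/resazurin fluorescence.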
Vif-APOBEC3G blk: qHTS for Inhibitors of Vif-A3G Interactions: qHTS | Potency, µM (doses to about 46.1 µM), for inactives: at the highest dose activity, negative = active, hits mostly inhibitors | actives 0.076% (n = 410,000) | AID 602310, 2012 | DNA dC->dU-editing enzyme APOBEC-3G (Homo sapiens), Q9HC16 | HeLa A3G-eYFP + Vif (tagged APOBEC3G with the HIV-1 protein that degrades it), YFP fluorescence, overnight;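 also: % is scaled to controls: 0 for no effect and ±100 for the full control effect; nearly all actives have a fitted effect of over 60% in size; hits raise eYFP signal because A3G escapes Vif-driven loss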
Target sequence (Q9HC16 whole entry, looked up): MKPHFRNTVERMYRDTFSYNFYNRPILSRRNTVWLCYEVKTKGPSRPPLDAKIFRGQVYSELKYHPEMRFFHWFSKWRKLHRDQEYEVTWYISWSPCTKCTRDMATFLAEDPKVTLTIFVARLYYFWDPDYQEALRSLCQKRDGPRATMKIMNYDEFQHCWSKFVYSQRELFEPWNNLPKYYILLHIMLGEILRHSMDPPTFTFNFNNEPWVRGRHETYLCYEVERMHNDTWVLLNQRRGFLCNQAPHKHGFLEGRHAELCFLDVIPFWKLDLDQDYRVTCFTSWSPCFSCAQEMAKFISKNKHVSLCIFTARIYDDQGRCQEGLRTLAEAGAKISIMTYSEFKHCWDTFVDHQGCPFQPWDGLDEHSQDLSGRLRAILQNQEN
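Read-out is eYFP fluorescence (Ex 488/Em 500-530) from Vif-expressing HeLa A3G-eYFP cells; more signal means A3G escaped Vif-mediated degradation. Cells plated overnight, compound pinned in, incubated overnight at 37 deg C.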
rTrxR1 inhibitor: qHTS Assay for Inhibitors of Mammalian Selenoprotein Thioredoxin Reductase 1 (TrxR1): qHTS; Thioredoxin reductase 1, cytoplasmic (Rattus norvegicus), O89049; Potency, µM (doses to about 114 µM), inactives show at the highest dose activity change, negative = inhibition, hits mostly inhibitors; recombinant rTrxR1, NADPH fluorescence consumption, selenite substrate; actives 1% (n = 390,000); also: % is scaled to controls: 0 for no effect and ±100 for the full control effect; nearly all actives have a fitted effect of over 65% in size
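Rat TrxR1 (90 nM in the dispensed reagent) was pre-reduced with 400 uM NADPH for 5 min at room temperature, then incubated with compound for 15 min. After 400 uM selenite was added, NADPH fluorescence (Ex 340/Em 450 nm) was followed for 8 min.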
Vif-APOBEC3F blk: qHTS for Inhibitors of Vif-A3F Interactions: qHTS. HeLa A3F-eYFP + Vif (tagged APOBEC3F with the HIV-1 protein that degrades it), YFP fluorescence increase. Potency, µM (series often up to 46.1 µM), without a hit: top-dose activity, negative = active. actives 0.2% (n = 390,000). AID 602313, 2012; also: % of control where 0% means no effect; nearly all actives have a fitted effect of over 65% in size
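HeLa cells stably expressing Vif plus C-terminally eYFP-tagged A3F were seeded, incubated overnight at 37 deg C, dosed with compound, incubated overnight again at 37 deg C. Yellow fluorescence (Ex 488/Em 500-530) reported blocked Vif-mediated A3F-eYFP degradation.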
RGS4 inh: Inhibitors of Regulator of G Protein Signaling (RGS) 4: qHTS | Potency, µM (top dose mostly 114 µM), for inactives: at the top dose activity change, negative = inhibition, most hits filed as inhibitors | actives 0.039% (n = 390,000) | Transcreener GDP fluorescence polarization, RGS4-accelerated GTP hydrolysis | Regulator of G-protein signaling 4 (Homo sapiens), P49798; also: % is scaled to controls: 0 for no effect and ±100 for the full control effect; nearly all actives have a fitted effect of over 75% in size; some results filed as inactive show a strong effect at the top dose
Target sequence (P49798 whole entry, looked up): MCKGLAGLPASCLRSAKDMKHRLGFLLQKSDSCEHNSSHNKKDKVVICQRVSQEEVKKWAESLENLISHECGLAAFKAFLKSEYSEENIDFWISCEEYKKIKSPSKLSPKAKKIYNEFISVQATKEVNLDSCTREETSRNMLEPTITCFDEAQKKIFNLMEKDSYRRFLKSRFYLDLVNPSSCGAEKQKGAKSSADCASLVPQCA
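MLSMR compounds (23 nl, pin-transferred) preincubated 10 min at room temperature with a 500nM (2x) first reagent, then RGS4 at 900nM (2x) plus Transcreener GDP mix added; fluorescence polarization (620/688 nm) read before and after 90 min at 30 °C.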
An asterisk follows results filed as active; ? = inconclusive; / = no result given; & = joins results of further samples; [ ] = remark or other dose. Calls follow the shape of the dose curve; as a rule, active = well fitted curve in the direction sought with a large enough effect; inconclusive = small, poorly fitted or top-dose-only effect, or another doubt; inactive = no such curve, though single readings can be large; an effect the other way counts as inactive or inconclusive. Potency is read from the fitted curve at half-maximal effect. An excerpt. The share of hits here may be higher or lower than overall.

SMILES	RXFP1 ag	ALOX12 inh	TrxR1 substrate	USP1 inh	IDH1 R132H inh	Vif-APOBEC3G blk	rTrxR1 inhibitor	Vif-APOBEC3F blk	RGS4 inh
COc1cc2c(O)c3c(c(-c4ccc5c(c4)OCO5)c2cc1OC)C(=O)OC3	3.6%	?	22%	?	?	-30%	28%	-7%	-1%
Cc1ccc(N2CC(C(=O)NCc3nnnn3-c3ccc(C)c(C)c3)CC2=O)cc1 (stereo not drawn)	-0.5%&-0.4%	2%&-22%	-8%	-5%&-8%	0%&-3%	1%&3%	6%	2%&1%	3%&29%
CCCCNC(=O)N(O)C1N(/N=C/c2ccc(N(C)C)cc2)C(=S)SC1(C)C (stereo not drawn)	-1.4%	13%	-11%	-25%	-5%	-11%	-6%	-7%	-21%
CCS(=O)(=O)N1CCC(C(=O)c2ccc(Cl)cc2)CC1	-0.1%	6%	8%	1%	4%	0%	29%	-7%	14%
Cc1cccc(NC(=O)Cn2nnc3ccccc32)c1	0.9%	-29%	10%	-4%	0%	0%	7%[57.1 µM]	-1%	2%
COC(=O)c1cccc(NC(=O)CN(c2ccc3c(c2)OCO3)S(C)(=O)=O)c1C	0.3%	8%	3%	-3%	5%	-5%	2%	2%	-16%
O=C(Nc1ccccc1C(=O)O)c1cccc(NC(=O)c2ccccc2Cl)c1	-3.9%	-2%	1%	-28%	-3%	-13%	14%	-2%	-8%
O=C(CSc1nnc(COc2cccc3ccccc23)o1)N1CCN(C(=O)c2ccco2)CC1	2.9%	14%	6%	-2%	-7%	2%	18%	-8%	-7%
Cc1oc(-c2ccc(C(=O)Nc3ccc(F)cc3)cc2)nc1COc1ccccc1	-0.2%	-12%	2%	-13%	11%	7%	31%	3%	5%
Cc1ccc(S(=O)(=O)N(C)c2c(C)ccc(S(=O)(=O)N3CCN(C=O)CC3)c2C)cc1	-0.9%	-12%	2%	-16%	1%	-4%	11%	-4%	9%

An excerpt of these results, in CSV form:
SMILES,RXFP1 ag,ALOX12 inh,TrxR1 substrate,USP1 inh,IDH1 R132H inh,Vif-APOBEC3G blk,rTrxR1 inhibitor,Vif-APOBEC3F blk,RGS4 inh
CCS(=O)(=O)N1CCC(C(=O)c2ccc(Cl)cc2)CC1,-0.1%,6%,8%,1%,4%,0%,29%,-7%,14%
Cc1cccc(NC(=O)Cn2nnc3ccccc32)c1,0.9%,-29%,10%,-4%,0%,0%,7%[57.1 µM],-1%,2%
COC(=O)c1cccc(NC(=O)CN(c2ccc3c(c2)OCO3)S(C)(=O)=O)c1C,0.3%,8%,3%,-3%,5%,-5%,2%,2%,-16%
O=C(Nc1ccccc1C(=O)O)c1cccc(NC(=O)c2ccccc2Cl)c1,-3.9%,-2%,1%,-28%,-3%,-13%,14%,-2%,-8%

New compounds follow
SMILES	RXFP1 ag	ALOX12 inh	TrxR1 substrate	USP1 inh	IDH1 R132H inh	Vif-APOBEC3G blk	rTrxR1 inhibitor	Vif-APOBEC3F blk	RGS4 inh
CCCN1CCN(CCCNC(=O)c2ccc3c(c2)sc2nc(-c4ccc(OCC)cc4)cn23)CC1	12%	1%	11%	-1%	10%	-2%	0%	2%	4%
COC(=O)Nc1ccc2c(c1)N(C(=O)CCN1CCN3CCCC3C1)c1ccccc1CC2 (stereo not drawn)	-2.4%&3.4%	-1%&-15%	8%&-3%	-22%&-2%	8%&-2%	1%&0%	17%&1%	4%&6%	44%&-30%
O=[N+]([O-])c1ccc(N2CCCCC2)c(Cl)c1N1CCCCC1	1.4%	-20%	3%	-3%	3%	0%	4%	-2%	16%
CCCSc1ncc(Cl)c(C(=O)N(Cc2ccc(Cl)cc2)Cc2ccco2)n1	0.5%	-17%	0%	?	/	/	-13%	/	2%
COc1cccc(OC)c1C(=O)Nc1nc2cc3c(cc2s1)OCO3	4.0%	0%	28%	-10%	0%	-6%	20%	-8%	-16%
COc1ccc(-c2c(C#N)c(C)nc3c2C(=O)c2ccccc2-3)cc1	?	?	-1%[57.1 µM]	-11%	11%	-2%	2%[2.29 µM]	-2%	-3%
COc1ccc(-c2csc(NC(=S)NC(=O)c3cccs3)n2)cc1OC	1.0%	-14%	-2%[57.1 µM]	-19%	11%	-7%	-3%[57.1 µM]	15%	?
CCn1c(SCC(=O)N2CCCc3ccccc32)nnc1-c1ccoc1C	1.1%	257%[activator][57.4 µM]	5%	-10%	2%	-1%	12%	-3%	-18%
COc1ccccc1/C=C/c1nc2ccccc2n1C(C)C	9.0%	-27%	43%[activator]	-25%	-6%	2%	32%	2%	7%
O=C(c1ccccc1)c1ccc(Oc2ccc([N+](=O)[O-])cc2[N+](=O)[O-])cc1	/	-4%	1%	?	2%	-21%	1%	-9%	7%
CC1=NN(c2ccccc2)C(=O)/C1=C/c1ccc(Cl)cc1	0.2%	6.3µM*	-2%	-25%	-12%	3%	-24%	-11%	?
COc1ccc(NC(=O)CN(C)C(=O)CCc2ccccc2)cc1	1.9%	-17%	3%	-2%	13%	2%	10%	?	-25%
O=C(O)Cc1ccc(C(=O)c2ccccc2F)s1	13%	0%	-10%	-9%	0%	-2%	-10%	1%	-34%
Cc1ccc(OCCN2C(=O)OC(C)(C)C2(C)O)cc1 (stereo not drawn)	0.0%	-1%	15%	-17%	3%	1%	22%	0%	-35%
O=C(Nc1ccc(NC(=O)c2cccs2)cc1Cl)c1ccco1	1.8%	-3%	5%[57.1 µM]	-9%	20%	1%	?	-7%	2%
COc1ccccc1NC(=O)COC(=O)C1CC(=O)N(c2ccc3c(c2)OCCO3)C1 (stereo not drawn)	/	0%	6%	-18%	9%	-10%	5%	5%	-1%
CSc1ncc(Cl)c(C(=O)Nc2cc(C(F)(F)F)ccc2Cl)n1	0.9%	2%	8%	?	50%[activator]	0%	30%	1%	-2%
Cn1cccc1/C=C(\C#N)c1ccccc1	0.2%	?	-7%	-25%	-5%	1%	10%	4%	11%
CCOc1cc(/C=N/NC(=O)C(=O)NC)cc(Br)c1O	-2.3%	-11%	-18%	-8%	8%	-1%	?	-5%	5%
CCCC(=O)N1CCN(c2ccc(NC(=O)c3ccc4c(c3)OCCO4)cc2)CC1	-3.1%	-11%	11%[0.0914 µM]	-8%	17%	1%	19%[57.1 µM]	11%	21%
CC(C)Cc1nnc(NC(=O)c2ccc(N3CCCC3=O)cc2)s1	0.1%	-12%	7%	-16%	-3%	-1%	9%	-6%	-17%
COc1cc(CNC(=O)CCC(=O)N2C[C@H]3C[C@H](C2)c2cccc(=O)n2C3)cc(OC)c1OC	0.9%	17%	5%	-3%	-12%	-1%	8%	-1%	15%
COc1cc(OC)c(OC)cc1CN1CCCC(C(=O)N2CCCCC2)C1 (stereo not drawn)	-1.3%	?	-4%	-10%	0%	1%	5%	3%	24%
O=C(COC(=O)c1ccc(Br)o1)Nc1ccc2[nH]c(=O)[nH]c2c1	0.2%	0%	10%	-14%	0%	0%	37%	1%	-11%
COC1=CC(=O)c2ccccc2C1=O	/	/	-6%	13µM*	-27%	?	?	-8%	2%
O=C(c1ccccc1)N(Cc1ccccc1)Cc1ccccc1	-4.2%	20%	-1%	-15%	10%	0%	23%	0%	-6%
O=C(NC1CCN(Cc2ccccc2)CC1)c1ccc(Cn2c(=S)[nH]c3ccc(N4CCOCC4)cc3c2=O)cc1	8.9%	?	8%	-18%	2%	-6%	7%[57.1 µM]	-10%	-8%
Cc1cc(Br)c(NC(=O)CN(C)CCOc2ccccc2)c(Br)c1	-2.0%	13%	-14%	-2%	-1%	-1%	-21%	4%	19%
CCCOc1ccccc1NC(=O)c1ccc(N)cc1	0.6%	10%	1%	-15%	1%	0%	14%	1%	-23%
CCn1nc(NS(=O)(=O)c2ccccc2)c2cc3ccccc3nc21	1.7%	-8%	-3%	-22%	-2%	-10%	12%	-16%	-25%[11.4 µM]
CC1=NNC(=O)C1CC(=O)N/N=C(\C)c1ccco1 (stereo not drawn)	-2.1%	17%	9%[11.4 µM]	-18%	-2%	0%	17%[11.4 µM]	7%	6%
COc1cc(OC)c(OC)cc1/C=C1\CCC(C2CCCC2)C1=O (stereo not drawn)	-0.6%	-20%	-5%	-8%	4%	-5%	15%	-3%	-2%
CCn1c(O)c(N=NC(=O)CNC(=O)c2cccnc2)c2ccccc21	/	-1%	/	-21%	5%	0%	/	-7%	/
CCOC(=O)Cn1c(-c2ccc(OC)cc2)c(-c2ccc(OC)cc2)nnc1=O	4.5%	0%	-3%	-3%	7%	0%	-2%	-1%	23%
